Mot1-301 SUMO – SUMOylation pathway inhibition by Mot1-301 growth rescue; growth rescue, % at 18.8 µM; AID 2716; S. cerevisiae Mot1-301 growth rescue, ATP luminescence, 38.5C; percent above DMSO median, 100 means doubled; 320,000 compounds, 1% hits;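 active = every valid replicate shows activation above 250% relative to neutral control wells; inactive = the rest, any valid replicate at or below 250%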;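 also: OY570 slx delta 5 strain wells were the positive control but not used for scaling; some compounds called inactive have numbers as strong as hits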
NSD2 inh – blocks human histone methyltransferase NSD2; O96028; NSD2 peptide methylation, AlphaScreen, 120 min; inhibition, % at 12.5 µM; 310,000 compounds, 0.54% hits; AID 743445; in the data active = inhibition above about 50%
RTF Ca sens inh – cardiac RTF calcium desensitization | inhibition, % at 7.15 µM | P19429+P45379 | 340,000 compounds, 0.12% hits | IANBD-labeled cardiac RTF, Ca2+ fluorescence;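 active = inhibition above the mean inhibition of all tested compounds plus 3 SD, cut at about 17% in these data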;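 also: assay run at fixed EC70 calcium of 1.6 mM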
LANA DNA inh – inhibitors of KSHV LANA C-terminal domain DNA binding; MBP-C-LANA/FAM-LBS DNA binding, fluorescence polarization; inhibition, % at 9 µM; 340,000 compounds, 0.078% hits; AID 504423;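 active = highest replicate inhibition at or above 60% at 9 µM, even if other replicates fall short; inactive = all replicates below 60% inhibition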;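 also: 0% = neutral control wells and 100% = 4 µM acridine orange control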
dFosB activator – mouse delta FosB homodimer activation; 340,000 compounds, 0.99% hits; activation, % at 25 µM; purified delta FosB, TAMRA-CDK5 oligo fluorescence polarization; percent of positive-control signal above neutral wells;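 active = mean activation above about 17%, with every replicate also reaching it, limit read from the data, passing the limit was not always enough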;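 also: fluorescence polarization rise as delta FosB binds a TAMRA Cdk5 AP-1 oligo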
Target sequence (P13346 whole entry, looked up): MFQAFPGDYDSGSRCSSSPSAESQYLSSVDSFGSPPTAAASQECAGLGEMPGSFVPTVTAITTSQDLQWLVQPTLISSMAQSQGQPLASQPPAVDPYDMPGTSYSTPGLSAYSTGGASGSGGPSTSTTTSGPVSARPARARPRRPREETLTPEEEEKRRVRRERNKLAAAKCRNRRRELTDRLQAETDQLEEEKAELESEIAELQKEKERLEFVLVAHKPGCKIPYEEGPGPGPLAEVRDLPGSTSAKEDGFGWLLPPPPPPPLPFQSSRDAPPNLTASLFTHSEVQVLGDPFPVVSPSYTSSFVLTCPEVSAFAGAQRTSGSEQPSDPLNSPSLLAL
PvdQ acylase – blocks Pseudomonas aeruginosa PvdQ acylase activity | purified PvdQ acylase, fluorescence plate reader | inhibition, % at 10 µM | 340,000 compounds, 0.063% hits; in the data active = inhibition above about 30%, passing the limit was not always enough;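 also: 0% = vehicle neutral wells and 100% = reference inhibitor wells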
Rtt109 HAT inh – inhibitors of Candida albicans Rtt109/Vps75 histone acetyltransferase | AID 540336 | 330,000 compounds, 0.16% hits | Q5AAJ8 | purified Rtt109/Vps75, ThioGlo CoA-SH fluorescence, 4 h | inhibition, % at 34.9 µM;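 active = inhibition of at least 50% in every replicate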
CDK5 p35 inh – CDK5/p35 (human) kinase inhibition. Q00535+Q15078. Recombinant CDK5/p35, ADP-Glo luminescence, 60 min. inhibition, % at 10 µM. 330,000 compounds, 0.01% hits. AID 488839;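 active = highest replicate inhibition of at least 50% and at least 75% of replicates reaching 50%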;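 also: plate controls were DMSO neutral control for no effect and GW8510 at 10 µM for full effect; many of its hits are not listed in these tables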
Keap1-Nrf2 PPI – disrupts human Keap1 binding to Nrf2 peptide; Q14145; Keap1 Kelch-Nrf2 peptide fluorescence polarization, 1536-well; inhibition, % at 9.4 µM; 340,000 compounds, 0.15% hits; in the data active = inhibition above about 12%;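 also: human Keap1 Kelch domain with fluorescein labeled Nrf2 9mer peptide probe; 0% = neutral control wells and 100% = peptide positive control; higher means more block of Keap1 binding to Nrf2 peptide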
Target sequence (Q14145 whole entry, looked up, the tested form may be a part): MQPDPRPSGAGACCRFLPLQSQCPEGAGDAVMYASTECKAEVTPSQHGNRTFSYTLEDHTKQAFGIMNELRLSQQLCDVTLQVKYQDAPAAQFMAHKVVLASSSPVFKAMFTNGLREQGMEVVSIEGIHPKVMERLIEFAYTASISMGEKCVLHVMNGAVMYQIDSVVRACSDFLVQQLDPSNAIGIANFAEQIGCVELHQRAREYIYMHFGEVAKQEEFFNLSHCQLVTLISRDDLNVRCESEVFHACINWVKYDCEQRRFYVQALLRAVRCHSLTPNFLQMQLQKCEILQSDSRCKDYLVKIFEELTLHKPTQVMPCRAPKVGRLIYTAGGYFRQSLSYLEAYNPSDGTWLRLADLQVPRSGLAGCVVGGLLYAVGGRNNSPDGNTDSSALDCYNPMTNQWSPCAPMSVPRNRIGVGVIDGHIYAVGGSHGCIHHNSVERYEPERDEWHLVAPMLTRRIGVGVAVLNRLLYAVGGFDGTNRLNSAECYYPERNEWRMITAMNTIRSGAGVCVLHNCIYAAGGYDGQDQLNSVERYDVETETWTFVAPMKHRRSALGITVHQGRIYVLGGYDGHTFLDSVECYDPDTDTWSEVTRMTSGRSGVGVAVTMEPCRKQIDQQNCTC
PfHsp90 set2 – reduces growth (ATP signal) of yeast expressing P. falciparum Hsp90 | inhibition, % at 9.4 µM | 310,000 compounds, 0.32% hits | S. cerevisiae expressing PfHsp90, BacTiter-Glo ATP, 48 h; yeast lacking PDR1 and PDR3 efflux regulators;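 active = every replicate shows inhibition above about 80%, whatever the replicate mean, limit read from the data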;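 also: 0% = DMSO neutral controls and 100% = 20 µM radicicol positive controls; yeast relying on Plasmodium falciparum Hsp90 in place of its own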
RTF Ca sens act – increases calcium sensitivity of human cardiac regulated thin filaments. AID 493008. activation, % at 7.2 µM. P19429+P45379. 340,000 compounds, 0.24% hits. IANBD-labeled TnC RTF fluorescence at EC20 calcium; 0% EC20 calcium, 100% full calcium;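 active = activation above the mean over all tested compounds plus 3 SD, cut at about 30% in these data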;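 also: rise in fluorescence read as greater calcium sensitivity of cardiac thin filaments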
Starred values were filed as active, the others as inactive; nt = not tested or not shown.

SMILES | Mot1-301 SUMO | NSD2 inh | RTF Ca sens inh | LANA DNA inh | dFosB activator | PvdQ acylase | Rtt109 HAT inh | CDK5 p35 inh | Keap1-Nrf2 PPI | PfHsp90 set2 | RTF Ca sens act
Cc1ccc(S(=O)(=O)N2CCCCC2)cc1NC(=O)c1cc(=O)[nH]c2ccccc12 | 0 | -2 | -11 | -0.8 | -4 | 3 | 2 | 2.4 | 2 | 0 | -2
On1c(-c2ccccc2Cl)nc2ccccc21 | -2 | -2 | -3 | 0.4 | 5 | -4 | -3 | 2.2 | -3 | -31 | -6
CCN(CC)S(=O)(=O)c1cccc(-c2nnc(SCCOc3ccc(Cl)cc3)o2)c1 | nt | 0 | -5 | 2.4 | -20 | -10 | 8 | 0.7 | 1 | -12 | 0
O=C(O)CCC(=O)Nc1ccccc1N1CCOCC1 | -17 | nt | -10 | 1.3 | -2 | -17 | -2 | -0.1 | -1 | -14 | 9
OCc1ncc(-c2ccccc2)s1 | -26 | -4 | -1 | 6.7 | -5 | 2 | 0 | -1.0 | -1 | -1 | -5
O=C(Nc1ccc(Cl)cc1)c1sccc1-n1cccc1 | 2 | -4 | -7 | 1.6 | -5 | -3 | -7 | -0.4 | 2 | 6 | -2
Cc1ccc(CN2C(=O)CCC2C(=O)NCc2ccc3c(c2)OCO3)cc1 (centres undefined) | -7 | 0 | -9 | 4.0 | -5 | -3 | -11 | -2.1 | -3 | 34 | 0
CCCn1nc(C(=O)NNC(=O)C2CSC3(C)CCC(=O)N23)c2ccccc2c1=O (centres undefined) | -7 | -4 | -20 | 0.6 | -8 | -13 | -20 | 0.3 | -3 | -13 | 2
CC1CN(Cc2cc(=O)oc3cc(O)ccc23)CC(C)O1 (centres undefined) | 117 | 3 | -8 | -0.1 | -2 | 10 | -461 | 0.2 | 0 | -29 | -1
C=CCNC(=S)N1CCC(C(N)=O)CC1 | -1 | 0 | -4 | 0.8 | 5 | -21 | -2 | -0.7 | 0 | 4 | -2
Cc1ccc(NC(=O)CSc2nc(=O)cc(N)n2-c2ccccc2)cc1 | -12 | 1 | 0 | 2.9 | -7 | -8 | -2 | -1.8 | 1 | 10 | -7
O=C(COC(=O)c1ccc(Br)o1)NCC1CCCCC1 | -14 | -4 | 0 | -0.4 | 3 | -3 | -3 | -2.7 | -4 | -17 | -6
O=C1c2ccc(-c3ccc4c(c3)C(=O)N(CCO)C4=O)cc2C(=O)N1CCO | 4 | -1 | -14 | 0.9 | 4 | 4 | 16 | -0.5 | -2 | -3 | -4
COc1ccc(CC(=O)Nc2ccc(-c3csc(C)n3)cc2)cc1 | -9 | -4 | -9 | 0.8 | 1 | -19 | 2 | -1.4 | 0 | 8 | 6
O=C(CCS(=O)(=O)c1ccccc1)Nc1ccc(N2CCOCC2)cc1 | 20 | 2 | -5 | -1.0 | -4 | 9 | nt | 0.5 | -3 | -6 | 3
CC(=O)NS(=O)(=O)c1ccc(NC(=O)NC2CCCCC2)cc1 | -1 | -2 | 3 | 0.3 | 2 | -11 | -12 | 0.3 | -2 | 0 | -6
O=C(c1cc(C2CC2)on1)N1CCCC(N2CCN(c3ccc(F)cc3)CC2)C1 (centres undefined) | 5 | 1 | 0 | -0.5 | 0 | -18 | -16 | -1.6 | 1 | -1 | -2
COCc1ccc(CN2CCC(n3nccc3NC(=O)C(OC)c3ccccc3)CC2)o1 (centres undefined) | 1 | -4 | -6 | 0.4 | -5 | 8 | 59* | 1.4 | -1 | -10 | 1
COc1ccc(-n2nc(C(=O)NCC(=O)NCCCN3CCCCCC3)c3ccccc3c2=O)cc1Cl | 6 | 0 | -7 | -0.4 | -25 | 3 | 12 | 1.3 | -7 | 11 | -4
Cc1ccc(C(=O)NC(=S)Nc2cccc(NC(=O)c3ccccc3)c2)cc1[N+](=O)[O-] | -4 | 8 | -4 | 0.7 | 5 | -5 | -2 | 0.8 | -3 | -3 | -3
COc1ccc(NC(=O)CN(C)C(=O)c2ccc(S(=O)(=O)Nc3ccccc3F)cc2)cc1 | 2 | -1 | -6 | -0.1 | -5 | -4 | 0 | 0.3 | -1 | 13 | -3
CCOC(=O)C1=C(CC)Nc2ccccc2N=C1NC(=O)CCNC(C)=O | 178 | nt | 1 | -1.0 | 0 | 1 | -3 | 0.8 | -6 | 4 | 10
COc1cccc2c(=O)n(CC(=O)N3CCN(c4ccccc4)CC3)ccc12 | 85 | nt | -4 | 0.1 | 1 | -3 | -4 | 1.1 | -1 | 8 | 0
CC(C)NC(=O)Nc1ccc(Br)cc1Cl | 168 | -2 | -6 | 0.1 | 7 | -17 | nt | -3.9 | -3 | -1 | 4
C=CCN1C(=O)C(CC(=O)NCC)SC1=Nc1ccc(S(N)(=O)=O)cc1 (centres undefined) | 26 | -1 | -8 | 2.1 | -7 | -8 | 1 | -1.4 | -4 | -42 | 8
Cn1cnc(S(=O)(=O)Nc2ccc(C(F)(F)F)cc2)c1 | 496 | -7 | -8 | 1.2 | -1 | -11 | 1 | 1.4 | 2 | 3 | -1
O=C(CN1CCCCCC1)N/N=C/c1cccs1 | -1 | -1 | -9 | 0.3 | -1 | -9 | 8 | 0.6 | 3 | -6 | -5
O=C(Nc1sc2c(c1C(=O)O)CCC2)c1ccccc1Cl | 341 | 4 | -8 | 0.6 | 2 | -13 | 4 | 0.3 | 4 | -17 | -1
CCNc1nc(Oc2ccccc2)nc(OC(C)C(=O)OCC)n1 (centres undefined) | 9 | 0 | -3 | 1.1 | -8 | 4 | -8 | 5.2 | -2 | 1 | -3
Cc1cccc(N(C(=O)c2snc(C(N)=O)c2N)C(C(=O)NC2CCCC2)c2ccncc2)c1 (centres undefined) | -8 | -3 | 6 | 0.9 | 11 | -12 | -9 | -1.7 | -3 | -5 | 3
COc1ccc(C)cc1-n1nnnc1SCC(=O)c1ccc2c(c1)OCCO2 | -39 | -7 | -9 | 1.3 | -3 | -6 | 1 | 0.8 | -3 | -7 | 0
Cc1ccc(C(=O)C2CCN(CC(=O)N3CCN(c4ccc(F)cc4)CC3)CC2)cc1 | 24 | 5 | -4 | -1.1 | -10 | -8 | -2 | -4.1 | -3 | 8 | 0
COc1cc([N+](=O)[O-])ccc1NC(=O)NCc1cccnc1 | -13 | 0 | -1 | -0.9 | 6 | -15 | -4 | -0.3 | 0 | -51 | 3
CN(Cc1ccco1)C(=O)c1ccc(S(=O)(=O)N2CCCCCC2)cc1 | -5 | 3 | -7 | 1.0 | -1 | -3 | -2 | -0.6 | -2 | -8 | -2
CC1CC1C(=O)Nc1cc(C(F)(F)F)ccc1N1CCOCC1 (centres undefined) | 4 | -2 | -2 | -2.3 | 4 | -2 | -6 | -2.4 | 4 | nt | -2
CCOc1ccccc1NC(=O)Nc1ccc2c(c1)OCO2 | 0 | 3 | -4 | 0.6 | -12 | -12 | 3 | 1.4 | -2 | -3 | -1
CCc1noc(C)c1C(=O)Nc1cc(S(=O)(=O)N2CCOCC2)ccc1N1CCN(CC)CC1 | -17 | 7 | -5 | -0.3 | -3 | -5 | 1 | -0.3 | 6 | -3 | -4
CN(C)Cc1ccccc1Sc1cccc2ccccc12 | -27 | 10 | -18 | -0.2 | -1 | -8 | -1 | -0.2 | 2 | -5 | -6
COc1ccccc1NC(=O)c1ccc(NS(=O)(=O)c2ccc(F)c(Cl)c2)cc1 | -10 | 0 | 10 | -1.0 | -2 | 2 | -1 | -0.9 | 3 | 6 | 0
O=C(NN=C1CCCC1)C(=O)Nc1cccc(C(F)(F)F)c1 | 63 | -1 | -3 | 0.9 | 2 | -11 | -7 | 0.9 | -6 | 12 | 2
O=C1CCCc2oc3ccc(O)cc3c21 | -20 | 0 | -11 | -0.5 | 0 | -9 | 0 | 1.3 | 0 | 1 | -1
Cc1ccccc1Oc1cc(NC(=O)CCCn2nc(C)c([N+](=O)[O-])c2C)cc([N+](=O)[O-])c1 | -7 | 15 | 12 | -1.2 | -4 | 9 | 10 | -1.2 | -16 | 12 | -2
COC(=O)c1ccc(Cn2nc(-c3ccc(C)cc3)ccc2=O)cc1 | -10 | 3 | -4 | -2.3 | -7 | -6 | -8 | 0.6 | -4 | 25 | -2
Cc1ccc(C(=O)NC(=S)Nc2ccc3c(c2)OCCO3)c(C)c1 | 4 | 1 | 4 | 0.8 | -3 | -2 | 2 | 1.0 | -6 | 0 | 3
COc1ccc(NC(=O)CCN(c2ccc(OC)cc2)S(=O)(=O)c2ccc(C)c(C)c2)cc1 | nt | -2 | -8 | 1.1 | -9 | 6 | -1 | -1.9 | 2 | -6 | -5
CCOc1ccccc1NC(=O)Cn1nnc(C(=O)NCc2ccc3c(c2)OCO3)c1N | -3 | 6 | -2 | -0.6 | 15 | -7 | -6 | -0.7 | -3 | 1 | 2
CCOc1cc(/C=N/NC(N)=O)cc(Br)c1OCc1ccccc1 | 11 | -1 | -9 | 0.1 | 0 | -10 | -2 | 0.9 | -1 | -12 | 1
CCc1c(C)sc2nc3c(C(=O)N4CCOCC4)cc(C(=O)c4cc(F)ccc4O)cn3c(=O)c12 | -21 | -3 | 4 | nt | 6 | -16 | -5 | 0.6 | nt | nt | -3
Cn1cc(CN(CCCN2CCOCC2)C(=S)Nc2cccc(Cl)c2)c2ccccc21 | 5 | -1 | 7 | 0.0 | -2 | 15 | 5 | 2.3 | 0 | 6 | -4
CCC(C)[C@H](NC(=O)Nc1ccc2c(c1)OCCO2)C(=O)OC (some centres undefined) | 170 | 0 | -8 | -1.7 | 7 | -7 | 0 | 1.4 | 0 | -6 | 4
(continued)
SMILES | Mot1-301 SUMO | NSD2 inh | RTF Ca sens inh | LANA DNA inh | dFosB activator | PvdQ acylase | Rtt109 HAT inh | CDK5 p35 inh | Keap1-Nrf2 PPI | PfHsp90 set2 | RTF Ca sens act
O=C(CS(=O)(=O)c1cn(CC(=O)N2CCOCC2)c2ccccc12)Nc1ccccc1 | 10 | -2 | -12 | 0.4 | -3 | -8 | 0 | -1.3 | -1 | 2 | 1
COCCNC(=O)C1(S(=O)(=O)c2ccccc2)CC=CC1 | -30 | nt | 7 | -1.4 | 1 | 5 | -11 | -0.3 | -1 | 5 | 0
COc1ccc(-n2c(C)cc(C(=O)COC(=O)c3cc(OC)c(OC)cc3NC(=O)c3cccs3)c2C)cc1 | 8 | -1 | 4 | 0.5 | 2 | -12 | -4 | 0.3 | -4 | -4 | 1
OCCC1CN(Cc2ccc(Oc3ncccn3)cc2)CCN1C1CCCCC1 (centres undefined) | 54 | 2 | -1 | 0.7 | 3 | -16 | -6 | -0.2 | -1 | -6 | -1
